MEKK2 WT-MEK5: modulators of MEK5 binding to wildtype MEKK2, primary screen, biochemical, multiplex bead flow cytometry, Alexa488-MEK5. Mitogen-activated protein kinase kinase kinase 2 (Homo sapiens), Q9Y2U5. Alexa488-MEK5 binding to MEKK2 WT; actives lie on both sides. binding response (% of control), % at 10 µM. hit rate 1.1% among 290,000. AID 1531, 2009; in the data active = binding response below about 67% or above about 130%
GalR3 antag: GalR3 antagonists in HEK293 cells, primary screen, cell-based, fluorescence readout. Galanin receptor type 3 (Homo sapiens), O60755. HEK293 GalR3-CNG cAMP membrane potential fluorescence; galR3 body fused to GalR1 C-terminus. inhibition, % at 3 µM. hit rate 0.44% among 360,000. AID 651719, 2012;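 active = inhibition above the screen-wide average plus 3 SD, cut at about 13% in these data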;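 note: forskolin and galanin both at EC90 stimulate the cells; cAMP rise reported by CNG channel membrane potential dye signal; 0% = forskolin plus galanin with DMSO and 100% = forskolin alone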
NALP1 yeast inh: NALP1 inflammasome inhibitors in reconstituted yeast, colorimetric, S. cerevisiae, triplicate retest. S. cerevisiae NALP1/ASC/caspase-1 growth, X-gal OD620, 72 h. inhibition, % at 10 µM. hit rate 0.61% among 280,000. AID 2071, 2009; in the data active = inhibition mostly above about 24%, no sharp cut-off; inactive = mostly below about 32%; note: some compounds called inactive have numbers as strong as hits
GPR7 antagonist: GPR7 receptor antagonists, primary screen, cell-based, fluorescence, single concentration; Neuropeptides B/W receptor type 1 (Homo sapiens), P48145; GPR7-expressing cells, fluorescence antagonist assay; inhibition, % at 4.4 µM; hit rate 1.1% among 290,000; AID 1861, 2009; in the data active = inhibition above about 16%, passing the limit was not always enough;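 note: cells stimulated with the agonist NPW; 0% = agonist with vehicle and 100% = vehicle without agonist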
MEKK2 mut-MEK5: MEK5 binding signal on mutant MEKK2 PB1, primary screen, biochemical, multiplex bead flow cytometry, Alexa488-MEK5. hit rate 0.35% among 290,000. Alexa488-MEK5 binding to MEKK2 mutant. AID 1530, 2009. percent response, % at 10 µM; in the data active = percent response above about 24%, passing the limit was not always enough; note: inactives centre near 1; some results filed as inactive read as strong as hits; reference of the scale not given here
PHOSPHO1 inh: PubChem AID 1565. inhibition, % at 13.3 µM. hit rate 1.1% among 290,000. Phosphoethanolamine/phosphocholine phosphatase (Homo sapiens), Q8TCT1. recombinant PHOSPHO1, absorbance phosphatase assay; in the data active = inhibition above about 60%
MEKK3 PB1 HTS: modulators of MEKK3-MEK5 PB1 binding, primary screen, biochemical, wildtype MEKK3, multiplex bead flow cytometry, Alexa488-MEK5 | binding response (% of control), % at 10 µM | hit rate 1.4% among 290,000 | bead-based flow cytometry, Alexa488-MEK5 binding to MEKK3; actives lie on both sides; 0 = blocked by unlabeled MEK5, 100 = vehicle | Mitogen-activated protein kinase kinase kinase 3 (Homo sapiens), Q99759;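 active = binding response more than 3 SD above or below the average of its plate-row segment, actives on both sides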;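 note: Alexa488 bead fluorescence after subtracting the streptavidin-only scavenger bead signal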
Target sequence (Q99759 whole entry, looked up): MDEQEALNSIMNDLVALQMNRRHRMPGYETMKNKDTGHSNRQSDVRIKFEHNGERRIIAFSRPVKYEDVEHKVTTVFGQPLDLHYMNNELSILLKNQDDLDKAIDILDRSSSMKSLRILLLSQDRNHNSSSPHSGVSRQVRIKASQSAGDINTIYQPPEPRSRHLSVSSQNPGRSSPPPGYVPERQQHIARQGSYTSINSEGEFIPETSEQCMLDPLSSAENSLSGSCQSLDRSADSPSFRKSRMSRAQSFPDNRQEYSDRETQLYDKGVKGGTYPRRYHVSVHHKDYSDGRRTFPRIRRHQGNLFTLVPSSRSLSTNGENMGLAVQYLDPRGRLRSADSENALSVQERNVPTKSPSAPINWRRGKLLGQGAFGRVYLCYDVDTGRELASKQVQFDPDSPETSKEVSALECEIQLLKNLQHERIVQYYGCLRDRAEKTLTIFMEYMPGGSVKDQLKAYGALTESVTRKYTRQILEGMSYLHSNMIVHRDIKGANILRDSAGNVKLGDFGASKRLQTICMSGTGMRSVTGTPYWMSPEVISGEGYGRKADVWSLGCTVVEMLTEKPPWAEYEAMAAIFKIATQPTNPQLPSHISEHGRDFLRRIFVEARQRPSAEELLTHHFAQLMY
V1aR counter: agonists of human V1a receptor, primary screen, counter-screen for OXTR agonist project, fluorescence, CHO-V1R cells | Vasopressin V1a receptor (Homo sapiens), P37288 | Fluo-8 calcium fluorescence, agonist mode; 0% DMSO, 100% 3 nM vasopressin | activation, % at 3 µM | hit rate 0.25% among 320,000 | AID 2797, 2010;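 active = activation above the mean activation of all tested compounds plus 3 SD, per screening run, cut at about 20% in these data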;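 note: signal is peak over basal fluorescence ratio across a 100 second FLIPR read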
OXTR agonist: human OXTR agonists, primary screen, fluorescence, CHO-OTR cells, Fluo-8 calcium; Fluo-8 calcium fluorescence; normalized: DMSO 0%, oxytocin 100%; activation, % at 3 µM; hit rate 0.32% among 320,000; Oxytocin receptor (Homo sapiens), P30559;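 active = activation above the mean of all tested compounds plus 3 SD, cutoff set per screening run, cut at about 20% in these data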;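 note: peak over basal fluorescence ratio from a 100 s FLIPR kinetic read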
Target sequence (P30559 whole entry, looked up): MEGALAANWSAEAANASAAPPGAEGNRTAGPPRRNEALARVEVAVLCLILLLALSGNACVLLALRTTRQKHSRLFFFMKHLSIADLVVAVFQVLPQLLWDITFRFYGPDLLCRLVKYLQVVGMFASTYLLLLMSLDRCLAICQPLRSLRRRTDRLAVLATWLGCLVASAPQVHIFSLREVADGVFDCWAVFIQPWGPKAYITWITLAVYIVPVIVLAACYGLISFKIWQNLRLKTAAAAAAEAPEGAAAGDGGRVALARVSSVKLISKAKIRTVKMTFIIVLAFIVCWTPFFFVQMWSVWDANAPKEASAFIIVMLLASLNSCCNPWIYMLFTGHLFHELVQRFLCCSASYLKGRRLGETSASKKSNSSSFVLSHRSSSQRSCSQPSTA
An asterisk follows results filed as active; . = not tested or not shown; [ ] = another dose, or the depositor's remark.

SMILES	MEKK2 WT-MEK5	GalR3 antag	NALP1 yeast inh	GPR7 antagonist	MEKK2 mut-MEK5	PHOSPHO1 inh	MEKK3 PB1 HTS	V1aR counter	OXTR agonist
COC(=O)c1ccc(NC(=O)CN2CCN(c3ccc(Cl)cc3)CC2)cc1	99	-1	26	13	-2	0	92	0.1	0.5
O=C(NC1CC1)C1=C[C@@H](c2ccc3c(c2)OCO3)C[C@@H](OCc2ccc(CO)cc2)O1	100	-4	-4	-20	1	26	98	0.3	-0.6
CCc1ccccc1N1C[C@@]23C=C[C@@H](O2)C(C(=O)OCC(C)C)[C@H]3C1=O (some centres not stated)	98	-4	14	-9	3	-16	100	-0.5	-1.1
CCN1CCN(S(=O)(=O)c2ccc(Oc3ccccc3OC)cc2)CC1	104	-6	8	2	3	23	102	6.6	2.7
COc1ccc(C(CC(=O)O)NC(=O)COc2ccccc2)cc1 (configuration not stated)	97	-4	8	0	-1	3	98	0.4	1.0
Cc1cc(=O)oc(C)c1C(=O)Nc1cccc2ccccc12	111	-4	0	-15	6	15	111	-0.1	-1.0
O=C(CSc1ncnc2[nH]ncc12)Nc1cccc(Oc2ccccc2)c1	97	-5	-2	-2	-7	21	102	2.0	3.4
COC(=O)c1[nH]c2cc(C)ccc2c1NC(=O)CN1CCc2cc(OC)c(OC)cc2C1	103	.	37	-8	4	7	99	-0.7	-2.2
COc1ccc(CN2CCn3nc(C(=O)NC(C)C)cc3C2=O)cc1	104	-2	-3	-7	5	18	103	-0.1	0.2
Cc1cccc(C)c1N1C(=O)c2cccc([N+](=O)[O-])c2C1=O	96	-11	13	5	-5	10	96	0.5	-0.5
Cc1ccc2[nH]c(=O)c(CN(Cc3ccco3)C(=O)N3CCOCC3)cc2c1	99	-4	3	-11	0	-11	106	0.2	0.7
S=c1[nH]ncn1NCc1ccc(Cl)cc1Cl	99	-4	2	-8	1	-67	101	0.6	-0.2
CN(C)Cc1c(C(=O)N/N=C/c2cccc(OCc3ccccc3)c2)nnn1-c1nonc1N	101	-9	15	-12	-2	36	102	8.5	7.0
COCCCNS(=O)(=O)c1ccc(OC)c(Cl)c1Cl	78	-12	15	-5	-16	-10	70	0.7	-0.6
O=C1c2ccccc2C(=O)N1CCCCN(C(=O)c1cc([N+](=O)[O-])cc([N+](=O)[O-])c1)c1ccc(Cl)cc1	106	-2	10	-11	-2	-14	105	0.2	0.2
CCNc1sc(S(C)(=O)=O)nc1S(=O)(=O)c1ccc(Cl)cc1	103	-8	6	-17	4	5	104	0.1	2.0
COc1ccc(CN2CCOCC2)cc1Br	96	.	22	2	-5	-39	89	0.2	1.1
CNC(=O)Nc1ccc(Cn2cc(C(F)(F)F)ccc2=O)cc1	89	-3	-46	-4	-9	0	97	1.0	0.6
O=C(CSc1n[nH]c(=O)[nH]c1=O)N/N=C/C=C/c1ccccc1	122	-4	.	-13	26	32	125	0.4	0.3
CC(=O)Nc1ccc([C@H]2[C@H](C)CC[C@H]3C(=O)N4[C@@H](CC[C@@H](C)[C@@H]4c4ccc(NC(C)=O)cc4)C(=O)N32)cc1	91	.	19	-9	-6	1	101	0.7	0.0
CCOC(=O)c1[nH]c(C)c(C(=O)NC(C)(C)C)c1C	97	-6	-16	-5	-1	-2	96	0.1	-0.2
Cc1ccc2c(c1)N(CC(=O)NC1CCCC1)C(=O)C(C)O2 (configuration not stated)	102	-9	-5	0	9	40	103	0.2	-0.5
CCOC(=O)CCSc1nc(C)c2cc(OC)ccc2n1	90	-4	5	-6	2	1	72*[inhibitor]	-0.6	-1.1
Cc1ccc(N(CC(=O)NC(C)(C)C)C(=O)CS(=O)CC(=O)Nc2ccc(F)cc2)cc1 (configuration not stated)	92	6	19	-2	2	44	96	-0.5	13
COc1cc(/C=N/NC(=O)CN(Cc2ccccc2)S(=O)(=O)c2ccc3c(c2)OCCO3)ccc1O	107	0	-14	-7	0	-17	136*	0.7	0.3
CCN(CC)S(=O)(=O)c1ccc(NC(=O)CSc2nnc(-c3ccc(F)cc3)o2)cc1	99	-1	-2	3	-5	-12	101	7.0	8.8
O=C(Cn1c(=O)oc2cccnc21)Nc1ccc(C(F)(F)F)cc1	98	-2	.	-4	3	37	98	-0.4	-1.6
CC(=O)c1ccc(OC(C)C)c(CN2CCCCC2)c1	100	-14	-1	-6	-2	-7	91	0.5	0.7
CC(NC(=O)c1cnccn1)c1ccc(S(N)(=O)=O)cc1 (configuration not stated)	75	-5	29	-12	-12	-1	76	0.5	0.8
COCCCn1c(SCC(=O)N2CCc3ccccc32)nnc1-c1ccoc1C	108	2	.	-8	12	.	101	-1.0	-1.3
CCOc1cc(C(=S)N2CCOCC2)ccc1OS(=O)(=O)c1ccccc1[N+](=O)[O-]	103	-4	19	-4	2	26	99	0.7	0.6
COc1c2ccc(C(=O)NCc3cc(C(F)(F)F)cc(C(F)(F)F)c3)cc2nn1C	96	-7	37	-4	-3	-10	100	-0.6	-1.5
Fc1ccc(CNc2cnccn2)cc1	100	-1	-6	-5	3	16	102	-0.2	-0.5
CCCc1n[nH]c2c1C(=O)CC(C)(C)C2	101	2	19	-1	17	-9	102	0.5	-0.3
COc1ncccc1C(=O)N1CCCC(C(=O)c2cc(F)ccc2F)C1 (configuration not stated)	101	-4	-6	-8	1	57	102	0.8	0.1
O=C(c1cnc2n(c1=O)CCS2)N1CCN(c2ccccc2F)CC1	114	.	26	-16	9	-2	103	1.7	1.1
CCOC(=O)c1cnc2c(Cl)cccc2c1NCCN(C)C	108	-6	4	-2	3	18	104	5.2	0.1
CCCS(=O)(=O)N1CCN(C(=O)c2ccco2)CC1	94	-2	5	-7	-4	5	96	0.6	0.6
O=C(CSc1nc2ccccc2c(=O)n1NC(=O)c1ccccc1)c1ccc(Cl)cc1	79	-9	-4	-17	-7	28	98	0.6	-0.2
CCS(=O)(=O)NCCc1ccc(OC)c(OC)c1	95	-3	-14	-9	1	-2	98	-0.3	0.8
Cc1ccc(-c2ccc(=O)n(CC(=O)NCCN(CC(C)C)CC(C)C)n2)cc1	105	-6	13	-3	3	28	104	-0.8	-1.2
CCOC(=O)C1=C(O)C(=O)N(Cc2ccccc2)C1	102	-7	1	-11	13	31	109	2.2	1.2
COc1ccc(OC)c(Nc2nc(C3CC3)nc3c2nnn3Cc2ccccc2)c1	.	3	6	-5	.	6	.	-0.5	-0.7
COc1ccc(C2CC(c3ccc(C)o3)=NN2C(C)=O)cc1 (configuration not stated)	99	0	48	14	-1	-7	102	0.3	-0.2
Fc1cccc2sc(Nc3nc4cc5c(cc4s3)OCCO5)nc12	97	-5	9	-14	-1	-4	97	2.1	4.5
O=C(CCC1CCCCC1)Nc1nnc(C(F)(F)F)s1	100	-5	24	7	4	29	102	.	.
O=C(Nc1ncccc1Cl)c1ccc2c(c1)OCCO2	97	-2	11	-5	-3	-4	100	-0.6	-1.4
CCC(C)N1CC(O)=C(c2nc3ccccc3[nH]2)C1=N (configuration not stated)	97	-1	-8	7	-3	-22	95	-0.1	-0.2
COCCN(C(=O)CNC(=O)c1ccco1)C(C(=O)NC1CCCC1)c1cccc(OC)c1 (configuration not stated)	96	-10	-1	-21	-4	24	102	0.2	0.8
CC(CNC(=O)CN1C(=O)CCSc2ccccc21)c1ccccc1 (configuration not stated)	105	-3	1	1	6	11	100	0.2	0.7
(cont.)
SMILES	MEKK2 WT-MEK5	GalR3 antag	NALP1 yeast inh	GPR7 antagonist	MEKK2 mut-MEK5	PHOSPHO1 inh	MEKK3 PB1 HTS	V1aR counter	OXTR agonist
O=C(Nc1ccccc1C(=O)Nc1cccnc1)c1ccccc1	105	-2	5	1	4	12	109	0.5	-0.2
CCN(CC(=O)Nc1ccc(NC(C)=O)cc1)C(=O)/C=C/c1cn(-c2ccccc2)nc1-c1ccc(C)cc1	99	-2	13	-10	2	-2	100	1.9	0.9
COc1ccc(-c2ccc(CNCCCN3CCOCC3)o2)cc1Cl	106	-8	10	-10	2	1	95	1.0	1.2
Cc1ccc(S(=O)(=O)NCC(=O)OCN2C(=O)c3ccccc3C2=O)cc1	93	0	15	-3	-7	1	95	-0.4	-0.9
CC(C)C[C@H]1COCCS(=O)(=O)N1Cc1ccc(Cl)c(Cl)c1	107	-2	.	.	6	.	105	-0.4	-1.5
O=C(Nc1ncc([N+](=O)[O-])s1)C1CC(=O)N(c2ccc(F)cc2)C1 (configuration not stated)	99	-9	-16	1	-1	28	100	5.2	9.3
O=C(/C=C/c1ccc(OCc2cccc(Cl)c2)cc1)N1CCOCC1	96	-8	-3	0	-9	24	96	7.0	8.0
Clc1ccc(-c2cn(-c3ccc(Cl)cc3)c3[n+]2CCCCC3)cc1	105	-7	2	-2	5	6	104	-0.4	-0.6
O=C(C1=NN(c2ccccc2)C2C(=O)N(c3ccccc3)C(=O)C12)c1ccccc1 (configuration not stated)	90	-1	14	-8	-2	11	107	7.1	5.3
Cc1cccc(NC(=O)N2CCC(NC(=O)c3ccco3)CC2)c1	91	-4	10	-2	-10	-3	95	0.8	-0.4
O=C(COC(=O)c1n[nH]c2ccccc12)NC(=O)NCc1ccco1	91	1	-18	-4	-8	11	89	10	19
Cn1ccnc1SCC(=O)Nc1ccc2c(c1)OCCO2	107	-3	8	-3	7	20	104	0.8	-0.5
CCCCOC(=O)c1ccc(NC(=O)CSc2nnnn2C)cc1	93	0	10	5	-7	31	96	1.1	-0.3
COc1cc(C2(O)CCCCC2C)cc(OC)c1OC (configuration not stated)	108	0	14	-14	7	-22	107	0.4	-0.8
CN1CCN(S(=O)(=O)c2ccc(NC(=S)NC(=O)C3CCCCC3)cc2)CC1	103	-2	4	-5	-3	2	104	1.5	-0.3
COc1ccc(CNS(=O)(=O)c2c(C(=O)N3CCCCCC3)c(C)n(C)c2C)cc1	106	-10	0	-6	2	16	100	-0.3	-0.2
O=C1c2cccc3cc([N+](=O)[O-])cc(c23)C(=O)N1CC1CCCO1 (configuration not stated)	106	-4	.	-13	8	23	103	-1.3	-1.3
COC(=O)c1ccc(Cn2cc(/C=C\[N+](=O)[O-])c3ccccc32)o1	84	-3	11	2	-2	20	97	14	-0.7
CCN1CCN(CC(=O)Nc2ccc3c(c2)OCO3)C(=O)C1=O	104	3	-8	3	10	-3	107	1.1	0.3
CCNc1nc(N)nc(-c2cc(Cl)ccc2OC)n1	117	-2	.	-8	16	8	114	-0.6	-0.7
O=C(NCCO)C(=O)Nc1cc2c3c(c1)CCC(=O)N3CCC2	103	-7	-16	-7	2	18	97	-0.3	-1.3

2 entries picked at random from the list so far:
SMILES	MEKK2 WT-MEK5	GalR3 antag	NALP1 yeast inh	GPR7 antagonist	MEKK2 mut-MEK5	PHOSPHO1 inh	MEKK3 PB1 HTS	V1aR counter	OXTR agonist
O=C(COC(=O)c1n[nH]c2ccccc12)NC(=O)NCc1ccco1	91	1	-18	-4	-8	11	89	10	19
CCN1CCN(CC(=O)Nc2ccc3c(c2)OCO3)C(=O)C1=O	104	3	-8	3	10	-3	107	1.1	0.3

Assay outcomes from PubChem.
